High-throughput results as filed in PubChem.
FBPA Giardia inh: Giardia lamblia aldolase inhibition. A8B2U2. purified Giardia FBPA. Potency, µM (series often up to 59.6 µM), for the others: top-dose activity, negative = inhibition, usual class: inhibitors. hit rate 0.71% among 290,000. AID 2451; note: potency is the fitted concentration of half-maximal effect; nearly all actives have a fitted effect of over 55% in size
Target sequence (A8B2U2 whole entry, looked up): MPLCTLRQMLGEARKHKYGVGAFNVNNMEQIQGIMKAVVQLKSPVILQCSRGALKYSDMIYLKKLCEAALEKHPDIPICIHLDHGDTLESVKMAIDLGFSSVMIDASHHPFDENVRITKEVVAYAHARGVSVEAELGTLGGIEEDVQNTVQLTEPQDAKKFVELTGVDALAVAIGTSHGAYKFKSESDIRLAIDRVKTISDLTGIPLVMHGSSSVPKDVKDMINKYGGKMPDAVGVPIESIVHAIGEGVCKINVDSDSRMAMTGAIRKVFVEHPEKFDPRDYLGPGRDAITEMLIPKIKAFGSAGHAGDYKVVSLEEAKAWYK
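Giardia FBPA (40 nM reagent) was preincubated 10 min at RT with compound (up to 57.5 uM final), then substrate plus GAPDH/TPI/NAD/arsenate coupling system with diaphorase/resazurin was added; resorufin fluorescence (525/598 nm) was read after 20 min.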
AMA1-RON2 inh: inhibitors of Plasmodium falciparum AMA1-RON2 interaction; AlphaScreen AMA1-biotinylated RON2 peptide binding; Potency, µM (doses to about 58.2 µM), inactives show at the highest dose activity change, negative = inhibition, most hits filed as inhibitors; hit rate 0.2% among 360,000;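 note: potency is the fitted concentration of half-maximal effect; 0% = vehicle wells and -100% = peptide control; nearly all actives have a fitted effect of over 45% in size; some results filed as inactive show a strong effect at the top dose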
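AMA1 (3D7) with his tag at 25 nM final met compounds first, then biotinylated RON2 peptide at 25 nM; detection used donor plus acceptor beads, 10 µg/mL apiece, read by AlphaScreen after 30 min at room temperature.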
AmpC inh detg: inhibitors of E. coli AmpC beta-lactamase with detergent; Potency, µM (series often up to 114 µM), without a hit: at the top dose activity change, negative = inhibition, usual class: inhibitors; hit rate 0.041% among 370,000; AID 485294; P00811; AmpC hydrolysis of nitrocefin, absorbance 480 nm, 0.01% Triton;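 note: potency is the fitted concentration of half-maximal effect; 0% = no-compound wells and -100% = no-enzyme wells; nearly all actives have a fitted effect of over 25% in size; some results filed as inactive show a strong effect at the top dose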
Target sequence (P00811 whole entry, looked up): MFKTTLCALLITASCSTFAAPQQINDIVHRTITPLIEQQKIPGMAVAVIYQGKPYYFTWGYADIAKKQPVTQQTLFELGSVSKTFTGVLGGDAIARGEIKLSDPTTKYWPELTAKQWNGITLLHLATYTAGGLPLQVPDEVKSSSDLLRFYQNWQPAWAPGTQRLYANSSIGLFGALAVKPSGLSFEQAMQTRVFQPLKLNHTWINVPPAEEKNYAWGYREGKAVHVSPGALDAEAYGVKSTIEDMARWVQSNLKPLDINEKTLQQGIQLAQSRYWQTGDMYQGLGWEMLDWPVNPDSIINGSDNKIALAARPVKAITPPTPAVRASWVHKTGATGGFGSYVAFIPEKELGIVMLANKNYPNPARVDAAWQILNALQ
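AmpC (5.3 nM in the dispensed reagent) in 20 mM phosphate pH 7.0 with 0.01% (detergent screen) or 0.0001% Triton X-100 was preincubated with compounds for 15 min at room temperature. Nitrocefin was then added from an 800 uM solution, and hydrolysis was followed at 480 nm.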
AmpC no deterg: blocks E. coli AmpC beta-lactamase in detergent-free assay. hit rate 0.52% among 330,000. AID 485341. Potency, µM (highest dose often 57.1 µM), for inactives: at the top dose activity change, negative = inhibition, hits mostly inhibitors. P00811. AmpC nitrocefin hydrolysis, absorbance 480 nm, 0.0001% Triton;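 note: potency is the fitted concentration of half-maximal effect; plate controls were no compound for no effect and no enzyme for full effect; nearly all actives have a fitted effect of over 20% in size; some results filed as inactive show a strong effect at the top dose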
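AmpC (5.3 nM in the dispensed reagent) in 20 mM phosphate pH 7.0 with 0.01% (detergent screen) or 0.0001% Triton X-100 was preincubated with compounds for 15 min at room temperature. Nitrocefin was then added from an 800 uM solution, and hydrolysis was followed at 480 nm.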
Sm TGR block: blocks Schistosoma mansoni thioredoxin glutathione reductase. Q962Y6. purified TGR, DTNB reduction, TNB absorbance 405 nm. Potency, µM (doses to about 114 µM), without a hit: top-dose activity change, negative = inhibition, hits mostly inhibitors. hit rate 3% among 360,000; note: potency is the fitted concentration of half-maximal effect; nearly all actives have a fitted effect of over 60% in size
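First, TGR (20 nM dispensed) and NADPH were mixed with compound. Second, a 15 min room-temperature incubation followed. Third, further NADPH and then DTNB were added to start the reaction. Finally, TNB absorbance was monitored kinetically.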
HCMV inh: human cytomegalovirus inhibition. HFF cells, HCMV-luciferase reporter, 72 h; hits give low values. activity change, negative = inhibition, % at 57.5 µM. hit rate 4.5% among 410,000. AID 1259415; in the data active = activity change below about -60%; inconclusive = no clear call, values can overlap the other calls; inactive = above about -39%
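After 16 h attachment at 37C, HFF cells received test compound and HCMV-luciferase (1 PFU/cell); reporter luminescence read 72 h later, data normalized against buffer-only and known inhibitor Salinomycin.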
Active calls of the source: *; u = inconclusive; x = not tested or not shown; & = joins results of further samples; [ ] = remark or other dose. Unless noted, calls come from the whole dose curve; as a rule, active = well fitted curve in the direction sought with a large enough effect; inconclusive = small, poorly fitted or top-dose-only effect, or another doubt; inactive = no such curve, though single readings can be large; an effect the other way counts as inactive or inconclusive. Unless noted, % is set by controls: 0 for no effect and ±100 for the full control effect.

SMILES | FBPA Giardia inh | AMA1-RON2 inh | AmpC inh detg | AmpC no deterg | Sm TGR block | HCMV inh
CCOC(=O)CC(=O)CSc1nc2c(sc(=S)n2-c2ccc(OCC)cc2)c(=O)[nH]1 | 2% | 21% | -21% | -42% | -22% | u
COC(=O)C1=C(C(=O)OC)[C@@H]2Nc3ccccc3[C@@]23C[C@@H](C(=O)OC)N(C(=O)COCc2ccccc2)C3=N1 | 0%[12.9 µM] | 3% | x | x | x | 4
O=C(CSc1ccc(-c2nc3ccccc3[nH]2)cn1)Nc1ccc(S(=O)(=O)N2CCCC2)cc1 | -6% | 11% | -3% | -17% | 16% | -26
COc1ccc(C)c(S(=O)(=O)Nc2ccc(OCC(=O)O)cc2)c1 | 9% | -4% | u | -3% | -1% | -16
Cc1occc1C(=O)NNC(=O)Cc1ccccc1 | 2% | 2% | 1% | -11% | -2% | 7
COc1ccc(S(=O)(=O)NCC2CCCN(C(=O)CCC(F)(F)F)C2)cc1 (centres undefined) | 0% | 5% | u | 0% | -23% | -7
COc1cccc(C2C(C(=O)c3cccs3)=C(O)C(=O)N2CCN2CCOCC2)c1 (centres undefined) | -13% | 0% | u | -4% | -9% | -11
COc1ccc(NC(=O)[C@@H]2CCCN2C(=O)c2cccs2)cc1S(=O)(=O)N1CCCCC1 | x | -12% | -17% | -36% | 0% | -3
CC1CCN(C(=O)CCCC(=O)N2CCC(C)CC2)CC1 | x | 4% | 6% | -7% | -27% | -1
N#Cc1ccc(OCC(O)CS(=O)(=O)c2ccc(F)cc2)cc1 (centres undefined) | -2% | 16% | -1% | -1% | x | u
CCOc1ccc(C(=O)NCCSc2c(C)[nH]c3ccccc23)cc1OCC | x | x | 9% | x | 7% | -27
COc1c(C)cccc1C(=O)Nc1cccc2ccc(C)nc12 | x | x | -2% | x | -3% | 8
CN(/N=C/c1ccncc1)C1=NS(=O)(=O)c2ccccc21 | -3% | -11% | -2% | -32% | 2% | 29
C[C@H]1CN=C(Nc2ccccc2)N1CC1CCCCC1 | 10% | -6% | u | -9% | 0% | 9
O=S(=O)([N-]c1nc2ccccc2nc1-[n+]1ccc(CCCc2ccccc2)cc1)c1cccs1 | -4% | -6% | 1% | -36% | 6% | -14
CC(C)Cc1ccc(S(=O)(=O)N2CCCC2)cc1 | 5% | 13% | 1% | -6% | -17% | -37
CCS(=O)(=O)NCCNc1ccc([N+](=O)[O-])cc1 | -2% | -19% | -1% | -9% | 1% | -15
O=C(c1ccco1)N1CCN(C(=O)c2cccc3c2C(=O)N(Cc2cccnc2)C3)CC1 | -3% | -14% | -13% | 2% | -32% | -19
CC/C(=N\NC(=O)CCC(=O)NCc1ccccc1)c1ccc(O)cc1 | 3% | 36%[activator] | 7% | -15% | -2% | -30
Cc1cccc(-c2nc(CNC(=O)c3ccco3)cs2)c1 | 8% | 9% | -5% | -9% | -13% | 4
C(#Cc1ccccc1)C[N+]1(CC#Cc2ccccc2)CCCCC1 | -8% | 0% | -12% | -14% | 11% | -62*
Cc1cc(C)cc(NC(=O)CSc2nnc(-c3cc(C)[nH]n3)n2N)c1 | x | -2% | 2% | -2% | -22% | -21
CCOc1ccccc1NC(=O)CSc1nnc(CNC(=O)COc2ccc(Cl)cc2)o1 | 3% | -10% | -8% | 3% | 3% | -14
CSCC[C@H](NC(=O)[C@H](Cc1ccccc1)n1c(=O)[nH]c2ccccc2c1=O)C(=O)N1CCC[C@@H]1C(=O)O | 6% | 11% | 3% | -13% | 12% | 0
CCNc1nc(CC)nc2c1oc1ccccc12 | -24% | 4% | 0% | -24% | 1% | 4
CCCCn1c(O)c(C(C)=NCCN2CCOCC2)c(=O)[nH]c1=O | -8% | 48%[activator] | 1% | -14% | -3% | 48
C(=N\Nc1nc(Nc2ccccc2)nc(N2CCCCC2)n1)/c1ccco1 | -3% | x | 1% | u | 0% | -33
COc1ccc(NC(=O)c2cccc(NC3=NC4CS(=O)(=O)CC4S3)c2)cc1Cl (centres undefined) | -11% | 75%[activator] | -2% | -30% | 7% | 22
Cn1c(=O)[nH]c(=O)c2c1nc(CN1CCN(c3ccccc3F)CC1)n2CCc1ccccc1 | -10% | -2% | -4% | 9% | -15% | 49
CC(Sc1nc(=O)cc(N)n1CCc1ccccc1)C(=O)Nc1ccc(Cl)cc1 (centres undefined) | x | x | 10% | x | 7% | u
CCN1C(=O)[C@H]2[C@@H](c3ccc(C)cc3)N3C(=O)N(c4cccc(Cl)c4)C(=O)[C@@]3(CC(C)C)[C@H]2C1=O | x | 0% | u | 141%[activator] | 1% | -21
CC1(C)Cc2c(sc3c2C(=O)N(c2ccccc2)C2=NCCCN23)CO1 | 2% | -11% | -13% | 52% | -1% | 23
COc1ccc(NS(=O)(=O)c2cc(NC(=O)c3cccs3)ccc2N2CCOCC2)cc1 | -7% | -5% | -5% | -25% | 9% | -25
CC(=O)Nc1cccc(OCc2ccc(S(=O)(=O)Cc3ccccc3)cc2)c1 | 4% | -9% | -7% | -21% | -3% | 43
COCCN1C=C2C(=O)C(C)(OC(=O)C3CCCC3)C(=O)C=C2C=C1c1ccsc1 (centres undefined) | u | 8% | 3% | 7% | 2% | u
COc1cc(OC)c2c(-c3ccccc3)cc(=O)oc2c1C(CCN1CCCC(C)C1)c1ccc2c(c1)OCO2 (centres undefined) | 1%&0% | 3% | 2% | 165%[activator] | 4% | -20
C=CCn1c(=S)[nH]c2sc3c(c2c1=O)CCCC3 | -15% | 126%[activator] | -21% | -47% | 37%[activator] | 12
Cc1ncc(CO)c2c1Oc1nc(-c3ccccc3F)nc(SCC(=O)N3CCCCC3)c1C2 | x | x | 1% | x | u | -16
CC[C@H](C)[C@@H]1NC(=O)c2cc([N+](=O)[O-])cc(F)c2NCCCC[C@@H](C(N)=O)NC(=O)[C@H](CC(N)=O)NC1=O | 0% | 31%[activator] | -21% | 12% | -10% | 5
O=C(NC1CCCC1)C(c1cccs1)N(C(=O)c1csnn1)c1ccccc1F (centres undefined) | x | -7% | -4% | -10% | 4% | -34

Entries of single compounds, quoted from the list. Values in the order: FBPA Giardia inh | AMA1-RON2 inh | AmpC inh detg | AmpC no deterg | Sm TGR block | HCMV inh
Entry for `CC1CCN(C(=O)CCCC(=O)N2CCC(C)CC2)CC1` → x | 4% | 6% | -7% | -27% | -1
Entry for `CCNc1nc(CC)nc2c1oc1ccccc12` → -24% | 4% | 0% | -24% | 1% | 4

Going on with the list:
SMILES | FBPA Giardia inh | AMA1-RON2 inh | AmpC inh detg | AmpC no deterg | Sm TGR block | HCMV inh
COc1ccc(N2CC(C(=O)Nc3ccc(N4CCOCC4)cc3)CC2=O)cc1 (centres undefined) | 0% | 6% | 3% | -5% | 4% | 7
O=S(=O)(c1cc(Cl)ccc1Cl)N1CCN(Cc2ccco2)CC1 | 10% | -20% | 6% | 22% | -16% | -10
Cc1ccc2nc(-c3ccccc3)c(NC(=O)c3ccco3)n2c1 | 0% | 0% | 1% | -13% | 5% | 45
CCN(CC)S(=O)(=O)c1cccc(NC(=O)CNc2cccc(S(=O)(=O)N3CCOCC3)c2)c1 | x | 1% | -11% | -26% | 4% | x
CCOc1cc2[nH]c(=S)n(Cc3ccc(C(=O)NCCOC)cc3)c(=O)c2cc1OCC | -11% | 12% | 0% | 22% | -3% | 13
CN(Cc1ccccc1)C(=O)c1ccc(CSc2nc3cccnc3n2Cc2ccccc2F)cc1 | x | x | 16% | x | 9% | -31
O=C(CCC(=O)OCC(=O)c1ccc(Cl)cc1)Nc1ccc(Oc2ccccc2)cc1 | x | x | -8% | x | -8% | 13
C#CCOCCOCCOCCNc1nc(N2CCOCC2)nc(N2CCN(C(=O)[C@H](CCC(=O)O)n3cc([C@@H](N)CCCCN)nn3)CC2)n1 | x | 26% | x | 99%[activator] | x | -1
COc1ccc(-c2oc3c(OC)c(OC)c(OC)c(O)c3c(=O)c2OC)cc1OC | 1% | 70%[activator] | 8% | 140%[activator] | -13% | u
CCN(C(=O)c1cnc(OC)cc1C(F)(F)F)c1ccc(Cl)cc1 | 0% | 0% | 0% | 46% | 0% | -26
CCOc1ccc(NC(c2ccccn2)c2oc(CO)cc(=O)c2O)cc1 (centres undefined) | u | 16% | -1% | -13% | 10µM* | -25
CCCN(c1ccc(OCC)cc1)c1ncnc2nc[nH]c12 | -16% | -2% | u | 0.71µM* | 2% | u
Cc1ccccc1OCc1nc2ccccc2c(=O)n1/N=C/c1c[nH]c2ccccc12 | -7% | -23% | u | -48% | 6% | 17
O=C(Nc1ccccc1N1CCCCC1)c1cccc(OC(F)F)c1 | x | -8% | 1% | -29% | -1% | u
CC(=O)Nc1ccc(C2=NN(CC#N)C(=O)SC2)cc1 | 1% | -3% | 3% | -13% | 46%[activator] | 73
CC(NC(=O)CCCOc1ccc(Cl)cc1)c1ccccc1 (centres undefined) | 1% | -3%[11.6 µM] | 3% | -9% | 3% | -24
Cc1ccc(CCNS(=O)(=O)c2cc(Br)cnc2N)cc1 | x | -8% | 3% | -41% | 1% | 0

In the list so far, these have a thiophene ring, fused or not:
SMILES | FBPA Giardia inh | AMA1-RON2 inh | AmpC inh detg | AmpC no deterg | Sm TGR block | HCMV inh
COc1cccc(C2C(C(=O)c3cccs3)=C(O)C(=O)N2CCN2CCOCC2)c1 (centres undefined) | -13% | 0% | u | -4% | -9% | -11
COc1ccc(NC(=O)[C@@H]2CCCN2C(=O)c2cccs2)cc1S(=O)(=O)N1CCCCC1 | x | -12% | -17% | -36% | 0% | -3
O=S(=O)([N-]c1nc2ccccc2nc1-[n+]1ccc(CCCc2ccccc2)cc1)c1cccs1 | -4% | -6% | 1% | -36% | 6% | -14
CC1(C)Cc2c(sc3c2C(=O)N(c2ccccc2)C2=NCCCN23)CO1 | 2% | -11% | -13% | 52% | -1% | 23
COc1ccc(NS(=O)(=O)c2cc(NC(=O)c3cccs3)ccc2N2CCOCC2)cc1 | -7% | -5% | -5% | -25% | 9% | -25
COCCN1C=C2C(=O)C(C)(OC(=O)C3CCCC3)C(=O)C=C2C=C1c1ccsc1 (centres undefined) | u | 8% | 3% | 7% | 2% | u
C=CCn1c(=S)[nH]c2sc3c(c2c1=O)CCCC3 | -15% | 126%[activator] | -21% | -47% | 37%[activator] | 12
O=C(NC1CCCC1)C(c1cccs1)N(C(=O)c1csnn1)c1ccccc1F (centres undefined) | x | -7% | -4% | -10% | 4% | -34

Not a hit list; overall some 7.8% were active at least once.
